From PubChem BioAssay
JMJD2A Tudor inh: JMJD2A Tudor domain (human) inhibition; O75164; 390,000 tested, 4.4% active; Potency, µM (doses to about 114 µM), for the others: top-dose activity change, negative = inhibition, most hits filed as inhibitors; AlphaScreen JMJD2A-Tudor / H3K4me3 peptide binding; further: on the % scale 0 is the no-effect control and ±100 the full control effect; nearly all actives have a fitted effect of over 50% in size
Pol beta inh: DNA polymerase beta (human) inhibition. Pol beta primer extension/strand displacement, fluorescence kinetic. Potency, µM (doses to about 114 µM), without a hit: top-dose activity change, negative = inhibition, hits mostly inhibitors. 340,000 tested, 1.3% active; further: on the % scale 0 is the no-effect control and ±100 the full control effect
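Pol beta (10 nM) was preincubated with compound for 15 min at room temperature. The reaction was then started with 50 nM substrate and read immediately and after a further 10 min at room temperature.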
POLH inh: blocks human DNA polymerase eta activity; recombinant Pol eta, fluorescent DNA replication assay; Potency, µM (titrated, usually from 114 µM), for inactives: top-dose activity change, negative = inhibition, usual class: inhibitors; 390,000 tested, 1.2% active; AID 588591; Q9Y253; further: on the % scale 0 is the no-effect control and ±100 the full control effect
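Pol eta (10 nM) was preincubated with compounds for 15 min at room temperature, after which fluorescent replication substrate (50 nM final) was added to start the reaction. Fluorescence was read kinetically at 0 and 10 min.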
BLM helicase inh: inhibitors of human Bloom syndrome helicase BLM. recombinant BLM DNA unwinding, fluorescence dequenching. Potency, µM (top dose mostly 56.1 µM), for the others: at the highest dose activity change, negative = inhibition, actives largely listed as inhibitors. 350,000 tested, 0.2% active;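 further: plate controls were vehicle for no effect and no enzyme for full effect; nearly all actives have a fitted effect of over 35% in size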
G9a inh: G9a (human) methyltransferase inhibition; Potency, µM (titrated, usually from 102 µM), for the others: top-dose activity, negative = inhibition, actives largely listed as inhibitors; G9a H3K9 monomethylation, AlphaScreen, 2 h; AID 504332; 350,000 tested, 8.8% active; further: on the % scale 0 is the no-effect control and ±100 the full control effect; nearly all actives have a fitted effect of over 75% in size
Target sequence (Q96KQ7 913-1193 limits assumed): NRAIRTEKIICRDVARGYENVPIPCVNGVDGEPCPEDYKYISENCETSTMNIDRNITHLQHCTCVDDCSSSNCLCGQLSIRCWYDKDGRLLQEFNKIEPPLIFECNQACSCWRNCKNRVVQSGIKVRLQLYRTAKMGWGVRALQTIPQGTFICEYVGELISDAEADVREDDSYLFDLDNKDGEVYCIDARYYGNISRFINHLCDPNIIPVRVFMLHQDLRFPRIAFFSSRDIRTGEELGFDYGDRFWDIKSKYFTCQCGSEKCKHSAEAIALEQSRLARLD
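Chemiluminescent proximity detection of H3K9 monomethylation, read after 10 min bead incubation in the dark. Reaction: 20 nM G9a, 500 nM biotin-H3K9 peptide, 20 uM SAM cofactor, 2 h, room temperature, following 15 min enzyme-compound preincubation.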
BAZ2B inh: inhibitors of human BAZ2B bromodomain; Q9UIF8; AlphaScreen BAZ2B-H3K14Ac peptide displacement; Potency, µM (titrated, usually from 114 µM), for inactives: at the top dose activity change, negative = inhibition, most hits filed as inhibitors; 360,000 tested, 4.4% active; further: on the % scale 0 is the no-effect control and ±100 the full control effect; nearly all actives have a fitted effect of over 60% in size
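AlphaScreen displacement of biotin-H3(5-23)K14Ac peptide (50 nM final) from BAZ2B (50 nM final) in PBS pH 7.4, 0.01% Tween-20; complex preformed 30 min RT, then compounds (top 110 uM) 30 min RT, beads 20 min dark.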
POLK inh: DNA polymerase kappa (human) inhibition | Q9UBT6 | purified Pol kappa, fluorescent DNA synthesis assay, 10 min | Potency, µM (highest dose often 107 µM), without a hit: at the highest dose activity, negative = inhibition, hits mostly inhibitors | 400,000 tested, 0.53% active; further: on the % scale 0 is the no-effect control and ±100 the full control effect
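Activity was followed as the change in fluorescence between reads at 0 and 10 min after starting the reaction with 50 nM substrate. Beforehand, 10 nM polymerase had been preincubated with compound for 15 min at room temperature.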
APEX1 inh: APE1 (human) endonuclease inhibition. P27695. recombinant APE1, TAMRA/BHQ-2 abasic DNA cleavage fluorescence. Potency, µM (series often up to 65.8 µM), for the others: at the highest dose activity change, negative = inhibition, usual class: inhibitors. 350,000 tested, 0.35% active;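 further: plate controls were vehicle for no effect and reference inhibitor for full effect; nearly all actives have a fitted effect of over 55% in size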
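Endonuclease cleavage of a quenched abasic-site DNA duplex (50 nM) by APE1 (0.75 nM) was tracked by TAMRA dequenching. Compounds were preincubated with enzyme 15 min at room temperature; data normalized to buffer-only and DMSO wells plus NSC13755 control.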
Pol iota inh: DNA polymerase iota (human) inhibition; Q9UNA4; Pol iota fluorescent replication assay, 10 min; Potency, µM (doses to about 115 µM), for inactives: at the top dose activity, negative = inhibition, usual class: inhibitors; 390,000 tested, 1% active; AID 588590
Target sequence (Q9UNA4 whole entry, looked up): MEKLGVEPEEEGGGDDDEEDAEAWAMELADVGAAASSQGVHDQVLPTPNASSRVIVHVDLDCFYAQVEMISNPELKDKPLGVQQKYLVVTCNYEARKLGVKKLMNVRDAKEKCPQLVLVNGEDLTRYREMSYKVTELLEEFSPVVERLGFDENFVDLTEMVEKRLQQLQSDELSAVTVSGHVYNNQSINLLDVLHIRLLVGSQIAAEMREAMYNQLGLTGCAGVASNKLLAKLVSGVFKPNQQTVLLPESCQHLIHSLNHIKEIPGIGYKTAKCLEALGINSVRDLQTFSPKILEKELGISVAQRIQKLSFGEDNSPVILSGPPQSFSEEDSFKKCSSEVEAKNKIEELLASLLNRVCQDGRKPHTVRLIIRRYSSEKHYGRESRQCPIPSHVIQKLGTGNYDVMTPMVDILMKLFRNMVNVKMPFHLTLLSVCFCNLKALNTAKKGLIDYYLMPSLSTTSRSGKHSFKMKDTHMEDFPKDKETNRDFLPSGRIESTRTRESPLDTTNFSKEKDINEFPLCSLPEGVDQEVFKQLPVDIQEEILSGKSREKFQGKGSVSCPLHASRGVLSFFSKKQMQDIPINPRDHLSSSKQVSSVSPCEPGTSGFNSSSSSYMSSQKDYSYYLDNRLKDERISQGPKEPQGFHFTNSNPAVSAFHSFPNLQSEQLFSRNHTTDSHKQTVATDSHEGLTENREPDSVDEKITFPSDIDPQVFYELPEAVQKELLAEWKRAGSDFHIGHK
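Pol iota at 10 nM preincubated 15 min with compounds at room temperature; reaction started with fluorescent substrate, 50 nM final. Fluorescence read kinetically at 0 and 10 min; buffer-only wells as negative control.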
* marks the source's active call; other numbers are inactive results; [ ] = another dose, or the depositor's remark. The call rests on the fitted dose curve; in most records, active means well fitted curve in the direction sought with a large enough effect; inconclusive means small, poorly fitted or top-dose-only effect, or another doubt; inactive means no such curve, though single readings can be large; an effect the other way counts as inactive or inconclusive. Potency means the concentration at half of the fitted maximal effect. A portion of the library; the hit share may differ from the screen's.

Screening N#CC(C#N)=Cc1cn(-c2ncc(C(F)(F)F)cc2Cl)c2ccccc12 returned JMJD2A Tudor inh -11%, Pol beta inh -24%, POLH inh -19%, BLM helicase inh -10%, G9a inh -3%[59 µM], BAZ2B inh -23%, POLK inh 0%, APEX1 inh -2% and Pol iota inh -9%.
Screening CC1=C(C(=O)Nc2ccccc2C)C(c2ccccc2)NC(=O)N1 (configuration not stated) returned JMJD2A Tudor inh -6%, Pol beta inh 32%, POLH inh -20%, BLM helicase inh -2%, G9a inh inconclusive, BAZ2B inh 11%, POLK inh -4%, APEX1 inh -1% and Pol iota inh 12%.
For COc1ccc(NC(=O)c2ccc3nc(C)sc3c2)cc1 the results were JMJD2A Tudor inh -10%, Pol beta inh 36%, POLH inh -19%, BLM helicase inh -9%, BAZ2B inh 1%, POLK inh -10%, APEX1 inh 4% and Pol iota inh -26%.
`COc1cc(C2NC(=O)N(C)C3=C2C(=O)N(c2ccccc2)C3)ccc1O` (configuration not stated) gave JMJD2A Tudor inh -9%, Pol beta inh 0%, POLH inh -15%, BLM helicase inh -2%, G9a inh 2%[59 µM], BAZ2B inh -16%, POLK inh 2% and Pol iota inh 22%.
Screening Cc1cc(Br)cc(C)c1OCC(=O)NNC(=O)CCC(=O)NCc1ccccc1 returned JMJD2A Tudor inh -19%, Pol beta inh 1%, POLH inh 0%, BLM helicase inh -5%, G9a inh -5%, BAZ2B inh 30%, POLK inh -17%, APEX1 inh 8% and Pol iota inh 11%.
For COC(=O)CC(N)c1ccc(OC)c2ccccc12 (configuration not stated) the results were JMJD2A Tudor inh 0%, Pol beta inh 2%, POLH inh -10%, BLM helicase inh -10%, G9a inh 21%, BAZ2B inh 9%, POLK inh -10%, APEX1 inh -1% and Pol iota inh 12%.
CCOc1ccc(C(=O)CCc2nc3ccccc3s2)cc1 was read as JMJD2A Tudor inh 8%, Pol beta inh 16%, POLH inh -10%, BLM helicase inh -7%, G9a inh 8%[0.501 µM], BAZ2B inh 6%, POLK inh -12%, APEX1 inh -17% and Pol iota inh -16%.
Screening CCOC(=O)c1cn(Cc2cccc(Cl)c2)c2cc(C)nn2c1=O returned JMJD2A Tudor inh -1%, Pol beta inh -7%, POLH inh -8%, BLM helicase inh -8%, G9a inh 7%, BAZ2B inh -11%, POLK inh -4%, APEX1 inh 3% and Pol iota inh -7%[58.9 µM].
For CC(=O)Nc1cccc(NC(=O)CSc2ccc(C(F)(F)F)cc2[N+](=O)[O-])c1 the results were JMJD2A Tudor inh -16%, Pol beta inh inconclusive, POLH inh 5%, BLM helicase inh 1%, G9a inh inconclusive, BAZ2B inh inconclusive, POLK inh -9%, APEX1 inh -1% and Pol iota inh 11%.
Cc1[nH]n2c(=O)c(C#N)c(-c3ccccc3)nc2c1-c1ccccc1 was read as JMJD2A Tudor inh inconclusive, Pol beta inh 12%, POLH inh -6%, BLM helicase inh 3%, BAZ2B inh inconclusive, POLK inh -17%, APEX1 inh 20% and Pol iota inh 5%.
`COc1ccccc1CNC(=O)C1CCC(CNS(=O)(=O)c2ccc(NC(C)=O)cc2)CC1` (configuration not stated) gave JMJD2A Tudor inh -8%, Pol beta inh -24%, POLH inh -17%, BLM helicase inh -1%, G9a inh -19%, BAZ2B inh -14%, POLK inh -15%, APEX1 inh 70%[activator] and Pol iota inh 45%[activator].
Screening CC1=CC(=O)C=C/C1=C(/c1ccc(O)cc1C)c1ccccc1S(=O)(=O)O returned JMJD2A Tudor inh -16%, POLH inh 1%, G9a inh -44%[12.7 µM], BAZ2B inh inconclusive, POLK inh 0%, APEX1 inh 2% and Pol iota inh -10%.
CCCCn1c(CNC(=O)c2ccc(OC)cc2)nnc1SCC(=O)Nc1ccccc1 was read as JMJD2A Tudor inh -18%, Pol beta inh 18%, POLH inh -7%, BLM helicase inh -7%, G9a inh 2%[59 µM], BAZ2B inh -9%, POLK inh -14% and Pol iota inh -18%.
Screening Cc1cc(N2CCCC2=O)ccc1S(=O)(=O)Nc1c(C)nn(C)c1C returned JMJD2A Tudor inh 4%[11.4 µM], Pol beta inh -5%, POLH inh -15%, BLM helicase inh -6%, G9a inh 1%, BAZ2B inh -18%, POLK inh 2%, APEX1 inh -3% and Pol iota inh 87%[activator].
CCOc1ccc(CCNC(=O)CN2C(=O)COc3ccc(S(=O)(=O)N4CCCCCC4)cc32)cc1 was read as JMJD2A Tudor inh inconclusive, Pol beta inh 7%, POLH inh -13%, BLM helicase inh -6%, G9a inh 5%[59 µM], BAZ2B inh -10%, POLK inh 5% and Pol iota inh 26%.
Screening Cc1ccc(S(=O)(=O)N2CCN(C(=O)c3cc(S(=O)(=O)N4CCOCC4)c(Cl)cc3Cl)CC2)cc1 returned JMJD2A Tudor inh -7%, POLH inh -8%, POLK inh -2% and Pol iota inh -2%.
Screening O=C(Nc1ccccc1)c1ccc(NC(=O)C2CC2)cc1 returned JMJD2A Tudor inh -2%, Pol beta inh -10%, POLH inh -26%, BLM helicase inh -3%, G9a inh 61%[activator], BAZ2B inh -3%, POLK inh -8%, APEX1 inh 14% and Pol iota inh 2%.
For Cc1cccc(C)c1NC(=O)COC(=O)c1ccc([N+](=O)[O-])o1 the results were JMJD2A Tudor inh 0%[57.1 µM], Pol beta inh 7%, POLH inh inconclusive, BLM helicase inh -4%, G9a inh -27%, BAZ2B inh -10%, POLK inh -5%, APEX1 inh inconclusive and Pol iota inh inconclusive.
CC(=O)NC(CC(=O)NNC(=O)C(C)Oc1ccccc1F)c1ccccc1 (configuration not stated) was read as JMJD2A Tudor inh -3%, POLH inh -19%, G9a inh 4%, BAZ2B inh 11%, POLK inh -9%, APEX1 inh 25% and Pol iota inh -3%.
Screening CC(=O)Nc1cccc2ccc(O)cc12 returned JMJD2A Tudor inh -25%, POLH inh -18%, POLK inh -7% and Pol iota inh inconclusive.
For CCN(C[C@H]1N[C@@](CC)(C(=O)OC)[C@H]2C(=O)N(Cc3ccccc3)C(=O)[C@@H]12)C(=O)c1ccc(C)cc1 the results were JMJD2A Tudor inh -8%, POLH inh -24%, POLK inh 6%, APEX1 inh 15% and Pol iota inh 24%.
For O=C(NNC(=O)c1ccncc1)Nc1ccccc1 the results were JMJD2A Tudor inh 0%, Pol beta inh 7%, POLH inh -10%, BLM helicase inh -1%, G9a inh -8%, BAZ2B inh 4%, POLK inh -1%, APEX1 inh 18% and Pol iota inh 20%.
O=S(=O)(c1ccc(F)cc1)N1CCN(C(=S)NCc2ccccc2)CC1 was read as JMJD2A Tudor inh -8%, Pol beta inh -2%, POLH inh -4%, BLM helicase inh 1%, G9a inh 16%, BAZ2B inh -2%, POLK inh -26%, APEX1 inh -1% and Pol iota inh 17%.
`COC(=O)c1ccc(C2c3c(oc4cc(C)c(C)cc4c3=O)C(=O)N2c2ccccn2)cc1` (configuration not stated) gave JMJD2A Tudor inh 5%, Pol beta inh -9%, POLH inh -2%, BLM helicase inh 1%, G9a inh 6%[59 µM], BAZ2B inh -1%, POLK inh 4% and Pol iota inh 4%.
For O=S(=O)(Nc1cccc(-c2ccc3nncn3n2)c1)c1cccs1 the results were JMJD2A Tudor inh -9%, Pol beta inh 17%, POLH inh -10%, BLM helicase inh -4%, G9a inh -3%, BAZ2B inh -3%, POLK inh -6%, APEX1 inh 10% and Pol iota inh 7%.
For O=C(Nc1cc(C(F)(F)F)ccc1Cl)c1cc(-c2ccc3c(c2)OCCO3)on1 the results were JMJD2A Tudor inh -18%, Pol beta inh -18%, POLH inh -8%, BLM helicase inh 1%, G9a inh 10%[59 µM], BAZ2B inh 3%, POLK inh -2% and Pol iota inh 30%.
Screening CCCCc1nc2cc(C(=O)N3CCCCC3CCO)ccc2o1 (configuration not stated) returned JMJD2A Tudor inh -1%, Pol beta inh 21%, POLH inh -8%, BLM helicase inh -2%, BAZ2B inh -11%, POLK inh -14%, APEX1 inh 12% and Pol iota inh 9%.
Screening CCSc1ncc(Cl)c(C(=O)Nc2ccccc2F)n1 returned JMJD2A Tudor inh -8%, Pol beta inh 4%, POLH inh 2%, BLM helicase inh -5%, G9a inh 9%, BAZ2B inh 3%, POLK inh -16%, APEX1 inh -8% and Pol iota inh 70%[activator].
For Cc1onc(-c2ccccc2Cl)c1C(=O)Nc1nc2c(s1)CCCC2 the results were JMJD2A Tudor inh -23%, Pol beta inh 26%, POLH inh -9%, BLM helicase inh -9%, G9a inh inconclusive, BAZ2B inh -5%, POLK inh -9%, APEX1 inh -8% and Pol iota inh -7%.
For CCN1C(=NCCOC)N[C@@H](c2cccs2)C(C(=O)OC)=C1C the results were JMJD2A Tudor inh inconclusive, Pol beta inh 32%, POLH inh -3%, BLM helicase inh -1%, BAZ2B inh -13%, POLK inh 6%, APEX1 inh -3% and Pol iota inh 6%.
COc1cc(NC(=O)CCN2CCOCC2)cc(OC)c1 was read as JMJD2A Tudor inh 5%, Pol beta inh 2%, POLH inh -6%, BLM helicase inh -7%, G9a inh 0%[59 µM], BAZ2B inh 0%, POLK inh -8%, APEX1 inh -9% and Pol iota inh 143%[activator].
Screening CN(Cc1c(F)cccc1Cl)c1ccc(S(=O)(=O)N2CCOCC2)cn1 returned JMJD2A Tudor inh -16%, Pol beta inh 3%, POLH inh -3%, BLM helicase inh 0%, G9a inh -4%[59 µM], BAZ2B inh -16%, POLK inh -22%, APEX1 inh -2% and Pol iota inh -5%.

Looked up by structure from the entries so far (3):
`COC(=O)c1ccc(C2c3c(oc4cc(C)c(C)cc4c3=O)C(=O)N2c2ccccn2)cc1` (configuration not stated) gave JMJD2A Tudor inh 5%, Pol beta inh -9%, POLH inh -2%, BLM helicase inh 1%, G9a inh 6%[59 µM], BAZ2B inh -1%, POLK inh 4% and Pol iota inh 4%.
Screening CN(Cc1c(F)cccc1Cl)c1ccc(S(=O)(=O)N2CCOCC2)cn1 returned JMJD2A Tudor inh -16%, Pol beta inh 3%, POLH inh -3%, BLM helicase inh 0%, G9a inh -4%[59 µM], BAZ2B inh -16%, POLK inh -22%, APEX1 inh -2% and Pol iota inh -5%.
For O=S(=O)(Nc1cccc(-c2ccc3nncn3n2)c1)c1cccs1 the results were JMJD2A Tudor inh -9%, Pol beta inh 17%, POLH inh -10%, BLM helicase inh -4%, G9a inh -3%, BAZ2B inh -3%, POLK inh -6%, APEX1 inh 10% and Pol iota inh 7%.
